Compound activity (PubChem)
ZTA counter – counter-screen for EBNA-1 inhibitors: inhibitors of Epstein-Barr virus ZTA; P03206; ZTA-DNA binding, fluorescence polarization; inhibition, % at 11 µM; 0.15% of 320,000 active; AID 2234; in the data active means inhibition above about 33%
Target sequence (P03206 whole entry, looked up): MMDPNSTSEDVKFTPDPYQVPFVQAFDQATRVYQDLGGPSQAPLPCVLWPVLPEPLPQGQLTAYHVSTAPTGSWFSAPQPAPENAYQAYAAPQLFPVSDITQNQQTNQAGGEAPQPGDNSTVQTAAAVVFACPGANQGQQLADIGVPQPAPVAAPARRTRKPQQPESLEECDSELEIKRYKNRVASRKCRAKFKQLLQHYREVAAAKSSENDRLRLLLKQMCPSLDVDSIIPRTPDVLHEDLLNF
CTSL1 counter – counter-screen for PFM18AAP inhibitors: inhibitors of F. hepatica cathepsin L1; recombinant F. hepatica cathepsin L1, Z-Leu-Arg-MCA fluorescence; inhibition, % at 5.96 µM; 0.49% of 300,000 active; AID 1906;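 active means inhibition above the mean of all tested compounds plus 3 SD, set per screening campaign, cut at about 17% in these data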;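 further: 0% = plate median of test compound wells and 100% = 1 µM Z-Phe-Ala-diazomethylketone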
JMJD2C inh – human JMJD2C demethylase inhibition; Q9H3R0; inhibition, % at 2.35 µM; GST-JMJD2C(1-420) H3K9me3 demethylation, DELFIA europium; 0.069% of 330,000 active;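 active means more than half of a compound's replicate wells show inhibition beyond 50%, single wells judged on their own value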;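 further: signal counts dimethyl H3K9 product captured on neutravidin plate; 0% = median of DMSO wells and 100% = 0.3 times that DMSO median; strong numbers were not always called active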
Target sequence (Q9H3R0 1-420 limits assumed): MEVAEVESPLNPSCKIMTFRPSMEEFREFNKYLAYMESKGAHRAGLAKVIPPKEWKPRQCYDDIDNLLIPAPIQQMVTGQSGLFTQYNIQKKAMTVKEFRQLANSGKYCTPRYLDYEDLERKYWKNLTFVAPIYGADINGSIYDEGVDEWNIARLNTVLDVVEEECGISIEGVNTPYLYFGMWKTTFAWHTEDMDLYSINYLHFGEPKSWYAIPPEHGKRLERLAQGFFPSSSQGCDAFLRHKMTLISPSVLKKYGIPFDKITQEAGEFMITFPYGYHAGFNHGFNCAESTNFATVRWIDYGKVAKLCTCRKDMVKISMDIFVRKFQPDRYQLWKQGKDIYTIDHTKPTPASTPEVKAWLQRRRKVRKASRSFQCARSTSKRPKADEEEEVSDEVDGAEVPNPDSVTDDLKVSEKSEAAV
PP1 inh – PP1-alpha (human) inhibition in PP5 counter-screen; 0.9% of 320,000 active; inhibition, % at 6.7 µM; P62136; purified PP1alpha, OMFP fluorescence;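 active means inhibition above the mean inhibition of all tested compounds plus 3 SD, computed separately for each screening campaign, cut at about 15% in these data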
Target sequence (P62136 whole entry, looked up): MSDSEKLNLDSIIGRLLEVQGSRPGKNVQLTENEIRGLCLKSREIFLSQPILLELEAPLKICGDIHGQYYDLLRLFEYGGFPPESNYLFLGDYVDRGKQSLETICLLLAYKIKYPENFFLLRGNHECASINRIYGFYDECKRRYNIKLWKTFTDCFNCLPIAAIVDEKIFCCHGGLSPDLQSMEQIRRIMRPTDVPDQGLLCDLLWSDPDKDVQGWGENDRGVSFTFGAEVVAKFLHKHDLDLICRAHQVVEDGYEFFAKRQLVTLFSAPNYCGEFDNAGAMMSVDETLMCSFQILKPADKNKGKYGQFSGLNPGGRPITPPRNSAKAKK
core dimer inh – blocks dimerization of HCV core protein; TR-FRET GST/Flag-core106 dimerization, 1536-well; 0.33% of 300,000 active; inhibition, % at 5 µM; AID 1899;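 active means inhibition above the mean of all tested compounds plus 3 SD, set per screening campaign, cut at about 45% in these data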
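Material: GST/Flag-tagged HCV core106 proteins. Incubation: 4 h, 22.5 °C incubation. Read-out basis: inhibition (%) from 671 over 617 nm ratio. Measured by: TR-FRET, excitation 340 nm, emission 617 and 671 nm.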
PP5 primary – blocks human protein phosphatase 5 activity; P53041; purified PP5c, OMFP substrate fluorescence; inhibition, % at 6.7 µM; 0.18% of 320,000 active;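 active means inhibition above the campaign's mean inhibition across all tested compounds plus 3 SD, cut at about 9.5% in these data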;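 further: 0% = DMSO only and 100% = 100 µM cantharidin control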
TPT1 inh – inhibitors of Candida albicans tRNA 2'-phosphotransferase TPT1. 0.81% of 300,000 active. AID 1962. inhibition, % at 5 µM. recombinant caTPT1, FP RNA substrate dephosphorylation;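 active means inhibition above the mean of all tested compounds plus 3 SD, set per screening campaign, cut at about 24% in these data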;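 further: plate controls were DMSO alone for no effect and ferristatin control at 100 nM for full effect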
EBNA-1 inh – blocks EBNA-1 binding to DNA; EBNA-1 DNA binding, fluorescence polarization; inhibition, % at 14.8 µM; 0.34% of 300,000 active; in the data active means inhibition above about 28%
Yeast superoxide – caloric restriction mimetics inhibiting age-related superoxide in yeast. S. cerevisiae aged cells, superoxide DHE fluorescence; stronger effect = lower value. superoxide response (% of plate mean), % at 10 µM. 0.18% of 330,000 active. AID 2690;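 active means superoxide response under a set limit, about three screen SD below normal, cut at about 65% in these data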;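 further: yeast aged for seven days with compound at 30 °C before DHE staining; 100% = average MFI of all compound-treated wells on the plate with controls excluded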
The depositor's hits bear a star; & = joins results of further samples.

`C/C(CCc1ccc2c(c1)OCO2)=N\NC(=S)NC(C)C` gave ZTA counter 10, CTSL1 counter 4, JMJD2C inh -7, PP1 inh 0, core dimer inh 2, PP5 primary -1.1, TPT1 inh -1, EBNA-1 inh 11 and Yeast superoxide 104.
For CCC(=O)N1CCCc2cc(S(=O)(=O)NCc3cccs3)ccc21 the results were ZTA counter 11, CTSL1 counter -1, JMJD2C inh -3, PP1 inh -1, core dimer inh 2, PP5 primary -0.1, TPT1 inh 3, EBNA-1 inh -1 and Yeast superoxide 106.
CCOC(=O)c1ccccc1NC(=O)c1ccc(Cl)c(S(=O)(=O)N2CCOCC2)c1 was read as ZTA counter 11, CTSL1 counter -3, PP1 inh -2, core dimer inh -3, PP5 primary 1.3, TPT1 inh 2, EBNA-1 inh -7 and Yeast superoxide 115.
O=c1c2[nH]c3ccc(F)cc3c2ncn1CCCn1ccnc1 was read as ZTA counter -12, CTSL1 counter -1, JMJD2C inh 7, PP1 inh 5, core dimer inh 2, PP5 primary 3.3, TPT1 inh -6, EBNA-1 inh 6 and Yeast superoxide 101.
Screening Cc1cc(=O)[nH]c(N/N=C/c2ccc(-c3ccc(F)cc3)o2)n1 returned ZTA counter 9, CTSL1 counter 2, JMJD2C inh 0, PP1 inh 6, core dimer inh -6, PP5 primary 2.4, TPT1 inh -1, EBNA-1 inh 6 and Yeast superoxide 94.
`O=S(=O)(c1ccc(N2CCCC2c2nc3ccccc3s2)nc1)N1CCOCC1` (configuration not stated) gave ZTA counter -7, CTSL1 counter 0, JMJD2C inh -2, PP1 inh 2, core dimer inh 4, PP5 primary 2.3, TPT1 inh -4, EBNA-1 inh -1 and Yeast superoxide 86.
For Cc1ccc(NC(=O)C2CCCN(C(=O)c3ccc(Cl)cc3)C2)c(C)c1 (configuration not stated) the results were ZTA counter -8, CTSL1 counter -2, JMJD2C inh -3, PP1 inh 3, core dimer inh -4, PP5 primary 0.7, TPT1 inh 1, EBNA-1 inh 1 and Yeast superoxide 89.
Screening Clc1ccc(C(CCN2CCCC2)Cc2ccccc2)cc1 (configuration not stated) returned ZTA counter 7, CTSL1 counter -2, JMJD2C inh 6, PP1 inh 2, core dimer inh 7, PP5 primary 1.3, TPT1 inh -6, EBNA-1 inh 1 and Yeast superoxide 100.
`O=S(=O)(c1ccc(N2CCN(c3ccc(F)cc3)CC2)cc1)N1CCCC1` gave ZTA counter 1, CTSL1 counter 3, JMJD2C inh -7, PP1 inh -5, core dimer inh 2, PP5 primary -1.2, TPT1 inh -1, EBNA-1 inh 13 and Yeast superoxide 109.
COC(=O)[C@]1(C)N[C@H](c2ccc(SC3CCCCC3)c(OC)c2)[C@@H]2C(=O)N(C)C(=O)[C@@H]21 was read as ZTA counter 10, CTSL1 counter -4, JMJD2C inh 0, PP1 inh 1, core dimer inh 8, PP5 primary 0.5, TPT1 inh -4 and EBNA-1 inh 6.
O=C(O)CN1CCc2ccccc2C1 was read as ZTA counter 13, CTSL1 counter 3, JMJD2C inh 25, PP1 inh -7, core dimer inh -2, PP5 primary 2.3, TPT1 inh 2, EBNA-1 inh -14 and Yeast superoxide 98.
`Cc1ccccc1C(=O)NNC1CC(=O)N(c2ccc3c(c2)OCCO3)C1=O` (configuration not stated) gave ZTA counter 1, CTSL1 counter 1, JMJD2C inh 0, PP1 inh 2, core dimer inh 0, PP5 primary -2.3, TPT1 inh -2, EBNA-1 inh -8 and Yeast superoxide 101.

Looked up by compound from above, six records:
`O=S(=O)(c1ccc(N2CCCC2c2nc3ccccc3s2)nc1)N1CCOCC1` (configuration not stated) gave ZTA counter -7, CTSL1 counter 0, JMJD2C inh -2, PP1 inh 2, core dimer inh 4, PP5 primary 2.3, TPT1 inh -4, EBNA-1 inh -1 and Yeast superoxide 86.
CCOC(=O)c1ccccc1NC(=O)c1ccc(Cl)c(S(=O)(=O)N2CCOCC2)c1 was read as ZTA counter 11, CTSL1 counter -3, PP1 inh -2, core dimer inh -3, PP5 primary 1.3, TPT1 inh 2, EBNA-1 inh -7 and Yeast superoxide 115.
`C/C(CCc1ccc2c(c1)OCO2)=N\NC(=S)NC(C)C` gave ZTA counter 10, CTSL1 counter 4, JMJD2C inh -7, PP1 inh 0, core dimer inh 2, PP5 primary -1.1, TPT1 inh -1, EBNA-1 inh 11 and Yeast superoxide 104.
`Cc1ccccc1C(=O)NNC1CC(=O)N(c2ccc3c(c2)OCCO3)C1=O` (configuration not stated) gave ZTA counter 1, CTSL1 counter 1, JMJD2C inh 0, PP1 inh 2, core dimer inh 0, PP5 primary -2.3, TPT1 inh -2, EBNA-1 inh -8 and Yeast superoxide 101.
Screening Cc1cc(=O)[nH]c(N/N=C/c2ccc(-c3ccc(F)cc3)o2)n1 returned ZTA counter 9, CTSL1 counter 2, JMJD2C inh 0, PP1 inh 6, core dimer inh -6, PP5 primary 2.4, TPT1 inh -1, EBNA-1 inh 6 and Yeast superoxide 94.
`O=S(=O)(c1ccc(N2CCN(c3ccc(F)cc3)CC2)cc1)N1CCCC1` gave ZTA counter 1, CTSL1 counter 3, JMJD2C inh -7, PP1 inh -5, core dimer inh 2, PP5 primary -1.2, TPT1 inh -1, EBNA-1 inh 13 and Yeast superoxide 109.

Other records.
For CCn1c(SCC(=O)NC2CCCCC2)nnc1-c1ccccn1 the results were ZTA counter -13, CTSL1 counter 6, JMJD2C inh 2, PP1 inh 0, core dimer inh -21, PP5 primary -6.3, TPT1 inh 1, EBNA-1 inh -10 and Yeast superoxide 80.
COc1ccc(N2C(=O)CC(C3CCCO3)C2=O)cc1 (configuration not stated) was read as ZTA counter 9, CTSL1 counter 2, JMJD2C inh -4, PP1 inh -1, core dimer inh -3, PP5 primary -1.5, TPT1 inh -1, EBNA-1 inh 2 and Yeast superoxide 94.
`Cc1ccc(C(=O)N2CCC(C(=O)NC3CCCCCC3)CC2)cc1` gave ZTA counter -8, CTSL1 counter 9, JMJD2C inh 3, PP1 inh -4, core dimer inh -17, PP5 primary -3.3, TPT1 inh -3, EBNA-1 inh 0 and Yeast superoxide 104.
`CCC1(C)Cc2c(sc3c2c2ncnn2c2nnc(SCC(=O)NCc4ccco4)n32)CO1` (configuration not stated) gave ZTA counter -7, CTSL1 counter 3, JMJD2C inh -2&4, PP1 inh 3, core dimer inh -1, PP5 primary 2.4, TPT1 inh 0, EBNA-1 inh -1 and Yeast superoxide 87.
For Clc1ccc(Nc2ncnc3ccc(Br)cc23)cc1 the results were ZTA counter -2, CTSL1 counter -3, JMJD2C inh 0, PP1 inh 2, core dimer inh 46, PP5 primary 3.0, TPT1 inh 0, EBNA-1 inh 3 and Yeast superoxide 78.
O=C(NCc1ccco1)C1(c2ccc(Br)cc2)CCCC1 was read as ZTA counter -8, CTSL1 counter -1, JMJD2C inh -10, PP1 inh -2, core dimer inh 4, PP5 primary 1.5, TPT1 inh -2, EBNA-1 inh -1 and Yeast superoxide 104.
For COc1ccc(N(C)C(=S)Nc2ccc3nc(C)c(C)nc3c2)cc1 the results were ZTA counter 6, CTSL1 counter -1, JMJD2C inh 8, PP1 inh 0, core dimer inh 3, PP5 primary 0.7, TPT1 inh 4, EBNA-1 inh 7 and Yeast superoxide 105.
Screening COc1ccc(N2C(=O)CSC2c2ccc([N+](=O)[O-])cc2)cc1 (configuration not stated) returned ZTA counter -4, CTSL1 counter -1, JMJD2C inh -12, PP1 inh -1, core dimer inh -8, PP5 primary -1.8, TPT1 inh 6, EBNA-1 inh -10 and Yeast superoxide 100.
For COCCSc1ccccc1C(=O)N1CCCC(C)C1 (configuration not stated) the results were ZTA counter -6, CTSL1 counter -5, JMJD2C inh 7, PP1 inh -2, core dimer inh -2, PP5 primary 0.5, TPT1 inh -3, EBNA-1 inh -5 and Yeast superoxide 96.
C[C@H](NC(=O)c1cc2cc(Cl)ccc2n1C)C(=O)N[C@@H](C(=O)O)c1ccccc1 was read as ZTA counter -11, CTSL1 counter 0, JMJD2C inh -22, PP1 inh 1, core dimer inh 6, PP5 primary -0.1, TPT1 inh 3, EBNA-1 inh -4 and Yeast superoxide 106.
For COc1cc(C(O)P(=O)(OC(C)C)c2ccc(N(C)C)cc2)cc(OC)c1OC (configuration not stated) the results were ZTA counter -1, CTSL1 counter 1, JMJD2C inh 0, PP1 inh -4, core dimer inh -2, PP5 primary 0.6, TPT1 inh 3, EBNA-1 inh -11 and Yeast superoxide 86.
`CCc1ccc(Nc2cc(C(=O)NCCCN3CCOCC3)c3ccccc3n2)cc1` gave ZTA counter -1, CTSL1 counter -1, JMJD2C inh 2, PP1 inh 0, core dimer inh -13, PP5 primary 2.0, TPT1 inh -1, EBNA-1 inh -2 and Yeast superoxide 103.
CN1C(=O)[C@H]2[C@@H](/C=C/c3ccccc3)N3C(=O)CN(Cc4ccccn4)C(=O)[C@@]3(C)[C@H]2C1=O was read as ZTA counter 10, CTSL1 counter -1, JMJD2C inh 1, PP1 inh -2, core dimer inh 1, PP5 primary 3.4, TPT1 inh -1, EBNA-1 inh 0 and Yeast superoxide 96.
Screening COCCn1c(C)cc(C(=O)CSc2n[nH]c(N)n2)c1C returned ZTA counter 24, CTSL1 counter 0, JMJD2C inh -12, PP1 inh 0, core dimer inh 4, PP5 primary -1.5, TPT1 inh -6, EBNA-1 inh 10 and Yeast superoxide 103.
CCc1nc(SCC(=O)O)c(C#N)c2c1CCCC2 was read as ZTA counter -2, CTSL1 counter 4, JMJD2C inh 0, PP1 inh -2, core dimer inh 1, PP5 primary -3.0, TPT1 inh -1, EBNA-1 inh 9 and Yeast superoxide 104.
For N#CCC(=O)NC(=O)NCC1CC1 the results were ZTA counter -1, CTSL1 counter -3, JMJD2C inh -2, PP1 inh 0, core dimer inh -2, PP5 primary -0.1, TPT1 inh 9 and EBNA-1 inh 3.
`CC(C)(Oc1ccc(Cl)cc1)C(=O)OCC(=O)Nc1ncc(Cl)cc1Cl` gave ZTA counter 5, CTSL1 counter -5, JMJD2C inh -9, PP1 inh 0, core dimer inh 1, PP5 primary -0.8, TPT1 inh 1, EBNA-1 inh 10 and Yeast superoxide 97.
Screening O=C(CCC1CCCC1)NCCS(=O)(=O)N1CCN(c2ccccc2F)CC1 returned ZTA counter -28, CTSL1 counter -2, JMJD2C inh 4, PP1 inh -5, core dimer inh 0, PP5 primary -0.6, TPT1 inh -2, EBNA-1 inh -10 and Yeast superoxide 107.
Screening CCN1CCC2(CC1)Oc1c(OC)cccc1C1CC(c3cccnc3)=NN12 (configuration not stated) returned ZTA counter 2, CTSL1 counter -2, JMJD2C inh -4, PP1 inh 0, core dimer inh 0, PP5 primary -1.2, TPT1 inh 3, EBNA-1 inh 10 and Yeast superoxide 95.
Screening O=C1CN(C(=O)/C=C/c2ccccc2F)c2ccccc2N1 returned ZTA counter 4, CTSL1 counter -1, JMJD2C inh 7, PP1 inh 4, core dimer inh -8, PP5 primary 3.8, TPT1 inh -3, EBNA-1 inh 4 and Yeast superoxide 122.
For O=C(Cn1nnc(-c2cc(C(F)(F)F)cc(C(F)(F)F)c2)n1)NNC(=S)Nc1ccc(Cl)cc1 the results were ZTA counter 6, CTSL1 counter 0, JMJD2C inh -4, PP1 inh 2, core dimer inh 4, PP5 primary 5.6, TPT1 inh 0, EBNA-1 inh 10 and Yeast superoxide 107.
